# HCMV antiviral: inhibitors of human cytomegalovirus. HFF cells, HCMV-luciferase reporter, 72 h; stronger effect = lower value. activity change, negative = inhibition, % at 57.5 µM. 410,000 tested, 4.5% active. AID 1259415; in the data active = activity change below about -60%; inconclusive = no clear call, values can overlap the other calls; inactive = above about -39%; also: % is scaled to controls: 0 for no effect and ±100 for the full control effect
#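 Compounds were evaluated in HFFs infected with an HCMV luciferase reporter virus (MOI 1 PFU/cell). Luciferase in lysates collected 72 h post infection served as the replication measure.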
# CHX counter: counter-screen hit for Shiga toxin inhibitors, cycloheximide. max response, %. 300,000 tested, 12% active. cell reporter, cycloheximide protein synthesis inhibition counterscreen; in the data active = max response mostly above about 13%, no sharp cut-off; inactive = mostly below about 14%; also: read at 38.3 µM for the half of the compounds with a filed dose; 0% is about no effect
# FBPA Giardia inh: Giardia lamblia aldolase inhibition | A8B2U2 | purified Giardia FBPA | Potency, µM (titrated, usually from 59.6 µM), without a hit: at the top dose activity, negative = inhibition, actives largely listed as inhibitors | 290,000 tested, 0.71% active; also: potency is read from the fitted curve at half-maximal effect; % is scaled to controls: 0 for no effect and ±100 for the full control effect; nearly all actives have a fitted effect of over 55% in size
# Target sequence (A8B2U2 whole entry, looked up): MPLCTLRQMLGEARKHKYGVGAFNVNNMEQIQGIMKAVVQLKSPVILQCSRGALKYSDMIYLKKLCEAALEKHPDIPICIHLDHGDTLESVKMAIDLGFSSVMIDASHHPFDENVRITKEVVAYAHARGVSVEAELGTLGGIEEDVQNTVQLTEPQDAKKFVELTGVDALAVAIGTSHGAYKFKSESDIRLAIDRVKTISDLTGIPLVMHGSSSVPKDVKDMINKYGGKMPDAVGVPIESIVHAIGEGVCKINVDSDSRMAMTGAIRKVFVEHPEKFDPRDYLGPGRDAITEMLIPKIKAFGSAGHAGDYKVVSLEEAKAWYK
#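 40 nM FBPA preincubated 10 min at RT with compound (up to 57.5 uM final), then substrate plus GAPDH/TPI/NAD/arsenate coupling and diaphorase/resazurin added. Fluorescence read after 20 min at RT, 525/598 nm.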
# AmpC no deterg: blocks E. coli AmpC beta-lactamase in detergent-free assay | P00811 | AmpC nitrocefin hydrolysis, absorbance 480 nm, 0.0001% Triton | Potency, µM (highest dose often 57.1 µM), for the others: top-dose activity change, negative = inhibition, actives largely listed as inhibitors | 330,000 tested, 0.52% active | AID 485341;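 also: potency is read from the fitted curve at half-maximal effect; plate controls were no compound for no effect and no enzyme for full effect; nearly all actives have a fitted effect of over 20% in size; some results filed as inactive show a strong effect at the top dose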
# Target sequence (P00811 whole entry, looked up): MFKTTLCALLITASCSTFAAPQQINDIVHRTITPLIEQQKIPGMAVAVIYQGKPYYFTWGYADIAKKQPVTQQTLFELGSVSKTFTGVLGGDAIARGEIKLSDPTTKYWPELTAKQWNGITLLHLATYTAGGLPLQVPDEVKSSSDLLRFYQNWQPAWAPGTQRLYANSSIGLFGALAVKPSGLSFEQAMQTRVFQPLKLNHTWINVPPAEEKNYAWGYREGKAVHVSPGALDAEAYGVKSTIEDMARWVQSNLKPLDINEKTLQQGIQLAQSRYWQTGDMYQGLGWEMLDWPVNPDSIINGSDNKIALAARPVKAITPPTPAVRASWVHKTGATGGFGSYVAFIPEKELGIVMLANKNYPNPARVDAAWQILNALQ
#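 20 mM phosphate pH 7.0 + 0.01% (detergent screen) or 0.0001% Triton X-100; 5.3 nM AmpC reagent; cpd preinc 15 min RT; nitrocefin (800 uM stock) to start; A480 q20 s × 4 min; Activity was normalised to no-enzyme and no-compound control wells.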
# AmpC detergent: inhibitors of E. coli AmpC beta-lactamase with detergent. P00811. AmpC hydrolysis of nitrocefin, absorbance 480 nm, 0.01% Triton. Potency, µM (top dose mostly 114 µM), without a hit: at the highest dose activity change, negative = inhibition, most hits filed as inhibitors. 370,000 tested, 0.041% active;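 also: potency is read from the fitted curve at half-maximal effect; 0% = no-compound wells and -100% = no-enzyme wells; nearly all actives have a fitted effect of over 25% in size; some results filed as inactive show a strong effect at the top dose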
#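 20 mM phosphate pH 7.0 + 0.01% (detergent screen) or 0.0001% Triton X-100; 5.3 nM AmpC reagent; cpd preinc 15 min RT; nitrocefin (800 uM stock) to start; A480 q20 s × 4 min; Activity was normalised to no-enzyme and no-compound control wells.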
# Shiga toxin inh: Shiga toxin inhibition. Vero cells, Shiga toxin protein synthesis inhibition reporter. inhibition, % at 38.7 µM. 290,000 tested, 9.2% active; in the data active = inhibition mostly above about 28%, no sharp cut-off; inactive = mostly below about 43%; also: 0% is about no effect
# AMA1-RON2 inh: AMA1-RON2 (P. falciparum) interaction inhibition; AlphaScreen AMA1-biotinylated RON2 peptide binding; 360,000 tested, 0.2% active; Potency, µM (top dose mostly 58.2 µM), for the others: top-dose activity change, negative = inhibition, hits mostly inhibitors; AID 720542;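 also: potency is read from the fitted curve at half-maximal effect; 0% = vehicle wells and -100% = peptide control; nearly all actives have a fitted effect of over 45% in size; some results filed as inactive show a strong effect at the top dose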
#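 AMA1 (3D7) with his tag at 25 nM final met compounds first, then biotinylated RON2 peptide at 25 nM; detection used donor plus acceptor beads, 10 µg/mL apiece, read by AlphaScreen after 30 min at room temperature.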
# * = called active by the depositor; ? = inconclusive; · = not tested or not shown; & = joins results of further samples; [ ] = remark or other dose. Unless noted, calls follow the shape of the dose curve; as a rule, active = well fitted curve in the direction sought with a large enough effect; inconclusive = small, poorly fitted or top-dose-only effect, or another doubt; inactive = no such curve, though single readings can be large; an effect the other way counts as inactive or inconclusive. Random draw from the library; overall some 16% were active at least once.
nr	structure	HCMV antiviral	CHX counter	FBPA Giardia inh	AMA1-RON2 inh	Shiga toxin inh	AmpC detergent	AmpC no deterg
1	CCCc1ccc2oc(C(=O)N(C)Cc3ccn[nH]3)c(C)c2c1	0	48*	7%	-7%	65*	?	42%
2	Nc1cc(Cl)nc(N/N=C/c2ccc([N+](=O)[O-])cc2)n1	50	6	-11%	5%[11.6 µM]	10	-2%	-9%
3	NC(=O)NC(Cc1ccccc1)C(=O)NNC(=O)COc1ccccc1Cl (stereo unspecified)	5	·	·	68%[activator]	·	·	-2%
4	O=C(CN1CCCC1)Nc1c2c(nc3ccccc13)N(Cc1ccccc1)CC2	-2	-4	?	-16%	-15	-3%	17%
5	CCOCCOc1cccc(C(=O)NC(c2ccccc2)c2ccccc2)c1	-17	-1	-11%	13%	-8	2%	-4%
6	COc1ccc(CN2CCC3C=CCC(C(=O)O)C3C2=O)cc1OC (stereo unspecified)	·	-4	6%	·	-4	·	·
7	CCOC(=O)c1ccc2[nH]c3c(c2c1)CN(C)CC3	-20	-1	-5%	-2%	14	?	-13%
8	CCc1ccc(NC(=S)N(CCCN2CCN(C)CC2)Cc2cccs2)cc1	-13	-2	8%	2%	-3	-9%	88%[activator]
9	O=C(Nc1cccc(S(=O)(=O)NC2=NCCCCC2)c1)c1cc(-c2ccccc2)nc2ccccc12	-10	-3	-2%	6%	-9	2%	-29%
10	COc1ccc(-c2nnc(SCC(=O)NNC(=O)c3ccc(C)cc3)o2)cc1	?	-2	3%	81%[activator]	-12	?	-19%
11	COc1ccccc1N1CCN(C(=O)C(C)N(c2ccc(C)c(C)c2)S(C)(=O)=O)CC1 (stereo unspecified)	-15	-4	1%	-3%	-4	-15%	139%[activator]
12	Cc1cc(NC(=O)c2ccc(N3C(=O)C4C5C=CC(C5)C4C3=O)cc2)no1 (stereo unspecified)	?	-3	4%	-7%	51	1%	-8%
13	Cc1cccc(CN2CCC(C(=O)Nc3cccc(-c4cscn4)c3)CC2)n1	?	4	·	21%	-3	?	18%
14	CC(C)(C)NC(=O)CON=C1c2ccccc2-c2ccccc21	27	1	1%	22%	9	-4%	11%
15	O=C(Nc1cc2c(=O)n(-c3ccc(Oc4ccccc4)cc3)ccc2oc1=O)c1ccccc1	?	-4	-1%	5%	-27	-2%	-14%
16	Cc1cc(C)c(S(=O)(=O)N(CC(=O)O)CC(=O)O)c(C)c1	-25	-4	13%	-4%	-3	1%	21%
17	COC(=O)c1c(NC(=O)C(=O)NCCCN2CCOCC2)sc2c1CC(C)(C)OC2	?	-6	-1%	69%[activator]	-9	-2%	69%[activator]
18	NC(=O)CSc1nnc(-c2ccco2)n1-c1ccccc1	4	-2	13%	-2%	-10	-11%	0%
19	CN(C)S(=O)(=O)NCCNC(=O)c1cc(OCC(F)(F)F)ccc1OCC(F)(F)F	9	-2	0%	24%	-2	2%	-17%
20	Cn1c(NNC(=O)c2ccc(C(C)(C)C)cc2)cc(=O)n(C)c1=O	?	0	?	2%	-10	-3%	-22%
21	CCc1nnc(NC(=O)CCc2ccccc2OC)s1	25	-2	-9%	15%	19	?	-14%
22	O=C(CSc1nc2nn(-c3ccccc3)c(=O)c-2c2n1CCCCC2)Nc1ccc(F)cc1F	10	·	·	-3%	·	-2%	-11%
23	NC(=O)c1ccsc1NC(=O)c1nc(-c2ccccc2)n(-c2ccccc2)n1	-38	10	-11%	40%[activator]	23	-8%	4µM*
24	O=C(CS(=O)CC(=O)NC12CC3CC(CC(C3)C1)C2)Nc1ccc(F)cc1 (stereo unspecified)	-4	-3	·	0%	-5	1%	13%

# Looked up above.
# In Shiga toxin inh, NC(=O)c1ccsc1NC(=O)c1nc(-c2ccccc2)n(-c2ccccc2)n1 has the entry 23
# In Shiga toxin inh, Cc1cc(C)c(S(=O)(=O)N(CC(=O)O)CC(=O)O)c(C)c1 has the entry -3
# In AMA1-RON2 inh, CCc1nnc(NC(=O)CCc2ccccc2OC)s1 has the entry 15%
# In FBPA Giardia inh, NC(=O)CSc1nnc(-c2ccco2)n1-c1ccccc1 has the entry 13%
# In CHX counter, CC(C)(C)NC(=O)CON=C1c2ccccc2-c2ccccc21 has the entry 1
# In CHX counter, O=C(Nc1cc2c(=O)n(-c3ccc(Oc4ccccc4)cc3)ccc2oc1=O)c1ccccc1 has the entry -4

# The listing continues.
nr	structure	HCMV antiviral	CHX counter	FBPA Giardia inh	AMA1-RON2 inh	Shiga toxin inh	AmpC detergent	AmpC no deterg
25	Cc1ccc(NC(=O)CN2CCc3ccccc3C2)cc1S(=O)(=O)N(C)C	-26	-2	?	-19%	-11	?	-4%
26	CC(C)(C)c1nnc(NC(=O)C2c3ccccc3Oc3ccccc32)s1	-32	-3	-11%	-7%	-9	-7%	-27%
27	O=C(CSc1nnc(CNC(=O)c2c(F)cccc2Cl)o1)c1ccccc1	-1	-3	0%	12%	6	-13%	-16%
28	COC(=O)c1ccc(C(=O)OC)c(NC(=O)CN2CCCCC2)c1	-27	-1	2%	11%	25	-15%	-11%
29	CCOC(=O)c1c(C)[nH]c(C)c1S(=O)(=O)NCc1ccccc1OCC	-12	-2	10%	-3%	-4	1%	-16%
30	COc1cc(OC)cc(-c2nnc(SCC(=O)N(Cc3ccccc3)C(C)(C)C)o2)c1	-71*	-4	2%	0%	30	?	32%
31	Cn1c(CCN2CCCCC2)nc2cc(NS(=O)(=O)c3ccccc3)ccc21	13	-3	-5%	0%	-5	-8%	-21%
32	c1ccc(-c2cn(C[C@H]3CC[C@@H]([C@@H]4CC[C@H](Cn5cc(-c6ccccc6)nn5)O4)O3)nn2)cc1	0	-2	0%	0%	7	-14%	107%[activator]
33	O=[N+]([O-])c1ccc(-[n+]2ccc3ccccc3c2)c([N+](=O)[O-])c1	13	·	·	-11%	·	0%	-16%
34	NC(=O)CC(NC(=O)Cc1ccc(Br)cc1)c1ccc(N2CCN(c3ccccn3)CC2)c([N+](=O)[O-])c1 (stereo unspecified)	-29	2	-2%	-4%	-6	?	52%
35	C[C@H](NC(=O)C1CCN(S(=O)(=O)c2ccccc2)CC1)C(=O)NCc1ccc(F)cc1	-22	14	·	-8%	-5	-3%	14%
36	C/C(=N\NC(=O)c1ccc(N(C)C)cc1)c1ccc(C)c(C)c1	56	17	9%	-2%	13	0%	-11%
37	Cc1ccc(NC(=O)CCNC(=O)c2ccccc2)cc1F	-36	18	4%	-5%	26	3%	-14%
38	Cc1cc(C(=O)CSc2nnc(CCC(N)=O)n2C)c(C)n1C1CC1	-11	·	·	-15%	·	-18%	2%
39	O=C(CCn1c(=O)oc2ccccc21)NCCN1CCc2ccccc2C1	43	2	16µM*	-10%	-11	?	-1%
40	CN(Cc1nccs1)C(=O)C1CCC(=O)N(CCc2ccc(Cl)cc2)C1 (stereo unspecified)	-12	21	7%	-1%	22	0%	24%
41	COc1ccc(CNC(=O)C(=O)NCc2cccnc2)cc1	11	-2	-3%	-8%	0	-7%	-14%
42	O=C(NCCCN1CCOCC1)c1ccc(CS(=O)(=O)Cc2ccccc2Cl)o1	-15	1	-3%	-1%	-10	-12%	2%
43	COc1cccc(NC(=O)C(C)OC(=O)CCCNC(=O)c2ccc(Cl)cc2)c1 (stereo unspecified)	27	25*	·	-18%	100*	-4%	15%
44	O=S(=O)(Nc1ccc(Cc2ccncc2)cc1)c1ccc(Br)s1	?	2	4%	-4%	3	2%	-39%
45	N#Cc1ccsc1NC(=O)CSc1nncs1	0	·	·	-6%	·	·	-23%
46	Cc1ccc2cccc(Oc3ncnc4sc(C)c(C)c34)c2n1	-12	-3	-6%	-7%	-15	-3%	-14%
47	COc1cccc(C(=O)CC(=O)C(=O)Nc2cc(OC)c(OC)c(OC)c2)c1	·	1	?	·	-5	-6%	-13%
48	CCOc1ccc(CCNC(=O)CCOc2cc(C)ccc2C)cc1OCC	10	-4	3%	-21%	-2	-11%	125%
49	CCOC(=O)CSc1nc2ccccc2n1CC(=O)N1CCN(c2ccccc2)CC1	·	-5	1%	-2%	-12	-10%	6%
50	Cc1csc(=O)n1CC(=O)OCC(=O)Nc1ccc(F)c(F)c1	-25	·	·	2%	·	-10%	-2%
51	Cc1ccc(NS(=O)(=O)c2ccc3c(c2)CCC(=O)N3)cc1	-6&23	·	·	-3%	·	?	-25%
52	Oc1ccccc1CN1CCN(C(O)(c2ccccc2)c2ccccc2)CC1	52	-1	-7%	-13%	-12	1%	-12%
53	O=C(NCCc1ccc(Cl)cc1)c1cc(-c2ccccn2)nc2ccccc12	0	21	-5%	16%	0	-2%	32%
54	Cc1ccc(-c2noc(CCC(=O)N3CCN(c4cc(C)ccc4C)CC3)n2)cc1	-3	·	·	-6%	·	·	-12%
55	O=C1c2ccccc2C(=O)N1CSc1nnc(Nc2ccccc2)s1	?	-4	0%	-6%	18	3%	-19%[2.29 µM]
56	COCCCNC(=S)NNC(=O)c1cc(-c2cccnc2)nc2ccccc12	19	-3	-17%	50%[activator]	-5	-4%	3%
57	O=C(CCS(=O)(=O)c1cccs1)Nc1ccc(C(=O)NCc2ccccc2)cc1	10	7	4%	-2%	-13	1%	-45%
58	COc1ccc(C(=O)NC(=S)N(C)C2CCCCC2)cc1Br	?	-1	24%	51%[activator]	-8	-7%	-3%
59	CCOC(=O)N1CCN(C(=O)CSc2nnc(-c3c[nH]c4ccccc34)n2CCOC)CC1	-1	-4	5%	-4%	-23	-15%	4%
60	CCc1cccc(C)c1NC(=O)CSc1nc(C)c(C)o1	-38	-2	·	22%	30	?	-12%
61	Cc1cc(C(C)(C)C)oc1C(=O)N(CC(=O)NC1CCCC1)Cc1ccccc1	-24	-2	-2%	7%	16	-2%	-10%
62	NC(=O)Cn1nnc(-c2ccc(CN3CCCCC3)cc2)n1	44	-2	0%	-5%	10	-3%	-25%

# Part of the list above, with two lines to a compound:
# Each structure is followed by: HCMV antiviral	CHX counter	FBPA Giardia inh	AMA1-RON2 inh	Shiga toxin inh	AmpC detergent	AmpC no deterg
54: Cc1ccc(-c2noc(CCC(=O)N3CCN(c4cc(C)ccc4C)CC3)n2)cc1
→ -3	·	·	-6%	·	·	-12%
55: O=C1c2ccccc2C(=O)N1CSc1nnc(Nc2ccccc2)s1
→ ?	-4	0%	-6%	18	3%	-19%[2.29 µM]
56: COCCCNC(=S)NNC(=O)c1cc(-c2cccnc2)nc2ccccc12
→ 19	-3	-17%	50%[activator]	-5	-4%	3%
57: O=C(CCS(=O)(=O)c1cccs1)Nc1ccc(C(=O)NCc2ccccc2)cc1
→ 10	7	4%	-2%	-13	1%	-45%
58: COc1ccc(C(=O)NC(=S)N(C)C2CCCCC2)cc1Br
→ ?	-1	24%	51%[activator]	-8	-7%	-3%

# Assay outcomes as filed in PubChem.
